Screening data: PubChem, National Center for Advancing Translational Sciences (NCATS)
CXXC DNA block – qHTS Fluorescence Polarization Assay for Inhibitors of MLL CXXC domain - DNA interaction. MLL-CXXC / FITC-HOXA9 DNA fluorescence polarization. Potency, µM (series often up to 115 µM), without a hit: top-dose activity change, negative = inhibition, hits mostly inhibitors. 290,000 compounds, 0.037% hits. AID 2662, 2010; active = well fitted inhibition curve with a large enough effect in the polarisation, with a control signal flat, not every such curve was filed as active; inconclusive = small, poorly fitted or top-dose-only effect, or effect the other way, or a change in a side signal; inactive = no such curve, though single readings can be large or run the other way; the % refers to the polarisation
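Steps: dispense CXXC domain solution (7 uM) → pin compounds or unlabeled HOX-A9 DNA control → 5 min ambient → add FLSN-HOX-A9 solution (50 nM) → spin → 30 min ambient → fluorescence polarization. Tris pH 7.5/NaCl/DTT/BSA buffer.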
NPC1 prom act – qHTS Assay for NPC1 Promoter Activators | Huh7 NPC1 promoter luciferase reporter, 24 h | Potency, µM (titrated, usually from 9.22 µM), without a hit: at the highest dose activation, actives largely listed as activators | 320,000 compounds, 2.4% hits;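 note: % of control where 0% means no effect; nearly all actives have a fitted effect of over 60% in size; reporter is driven by a mutant NPC1 promoter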
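Quantitative HTS used a cell-based reporter: Huh7 cells stably bearing the NPC1 promoter upstream of luciferase were treated with compounds for 24 h, and promoter activation was read as luminescence.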
BRCA1 expr up – qHTS Assay to Identify Small Molecule Activators of BRCA1 Expression. MCF7-BRCA1-FFLuc reporter, luminescence, 48 h; response scale: scaled: vehicle 0%, 10 µM genistein 100%. Potency, µM (titrated, usually from 46.1 µM), inactives show at the highest dose activation, hits mostly activators. 380,000 compounds, 1.1% hits. AID 624202, 2012; note: nearly all actives have a fitted effect of over 80% in size; some results filed as inactive show a strong effect at the top dose
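Compounds are tested at multiple concentrations on MCF7 BRCA1-luciferase reporter cells seeded at 2000 per well; after 48 h, a single luminescence end-point is taken and curves fitted to the normalized data.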
VP16 counter – VP16 counterscreen qHTS for inhibitors of ROR gamma transcriptional activity | Drosophila S2 Gal4-VP16 UAS-luciferase, luminescence, 20 h | Potency, µM (top dose mostly 53.6 µM), for inactives: at the highest dose activity, negative = inhibition, hits mostly inhibitors | 310,000 compounds, 3.5% hits | AID 2546, 2010;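 note: Gal4-VP16 expression switched on by copper sulfate through the metallothionein promoter; % is set by controls: 0 for no effect and ±100 for the full control effect; nearly all actives have a fitted effect of over 50% in size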
Rab9 promoter act – qHTS Assay for Rab9 Promoter Activators; Huh7 Rab9 promoter-luciferase reporter, luminescence, 24 h; Potency, µM (doses to about 9.22 µM), inactives show at the top dose activation, negative = inhibition, most hits filed as activators; 320,000 compounds, 2.8% hits; AID 485297, 2010; note: % of control where 0% means no effect; nearly all actives have a fitted effect of over 60% in size
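Huh7 cells stably carrying a Rab9 promoter-luciferase reporter, 1500 cells per well in OP-MEM I with 10% FBS, treated with compound 24 hours at 37C. Luciferase activity read by luminescence after 10 minutes with Amplite reagent.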
RORgamma inh – qHTS for inhibitors of ROR gamma transcriptional activity | Nuclear receptor ROR-gamma (Mus musculus), P51450 | Drosophila S2 Gal4-RORgamma UAS-luciferase reporter, 20 h | Potency, µM (highest dose often 53.6 µM), without a hit: top-dose activity change, negative = inhibition, usual class: inhibitors | 310,000 compounds, 5.4% hits; note: % is set by controls: 0 for no effect and ±100 for the full control effect; nearly all actives have a fitted effect of over 60% in size
Target sequence (P51450 whole entry, looked up, the tested form may be a part): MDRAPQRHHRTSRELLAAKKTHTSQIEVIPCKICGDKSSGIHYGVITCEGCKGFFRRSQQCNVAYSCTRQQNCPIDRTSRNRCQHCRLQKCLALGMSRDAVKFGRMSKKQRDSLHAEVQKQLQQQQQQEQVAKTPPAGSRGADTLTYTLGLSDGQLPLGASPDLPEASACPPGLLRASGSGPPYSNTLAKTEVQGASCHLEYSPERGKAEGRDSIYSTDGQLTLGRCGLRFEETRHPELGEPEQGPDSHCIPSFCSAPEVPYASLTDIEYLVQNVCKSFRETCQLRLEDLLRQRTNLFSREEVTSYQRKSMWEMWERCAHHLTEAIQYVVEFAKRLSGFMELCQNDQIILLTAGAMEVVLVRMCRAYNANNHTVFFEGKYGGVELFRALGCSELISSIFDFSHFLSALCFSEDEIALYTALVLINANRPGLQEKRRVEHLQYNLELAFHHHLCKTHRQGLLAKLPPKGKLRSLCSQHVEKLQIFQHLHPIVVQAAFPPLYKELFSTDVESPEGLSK
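Schneider cells (Drosophila), stable Gal4 DBD–ROR gamma + UAS-luc; 1 hr cmpd preincubation; Cu2+ induction 700 uM final; 20 hr ambient; luminescence.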
uPA generation – qHTS for Inhibitors of Cell Surface uPA Generation | cell surface uPA generation assay, qHTS | Potency, µM (highest dose often 38.3 µM), inactives show top-dose activity change, negative = inhibition, hits mostly inhibitors | 330,000 compounds, 0.31% hits; active = well fitted inhibition curve with a large enough effect; inconclusive = small, poorly fitted or top-dose-only effect; inactive = no such curve, though single readings can be large or run the other way; tested in mouse RAW 264.7 cells; note: % is set by controls: 0 for no effect and ±100 for the full control effect; nearly all actives have a fitted effect of over 55% in size
MBNL1-CUG inh – qHTS Assay for Inhibitors of MBNL1-poly(CUG) RNA binding; TR-FRET MBNL1-His/biotin-(CUG)12 binding, 665/545 ratio; Potency, µM (doses to about 57.5 µM), without a hit: at the top dose activity change, negative = inhibition, usual class: inhibitors; 280,000 compounds, 0.036% hits; active = well fitted inhibition curve with a large enough effect in the signal ratio, with a control signal flat, not every such curve was filed as active; inconclusive = small, poorly fitted or top-dose-only effect, or effect the other way, or a change in a side signal; inactive = no such curve, though single readings can be large or run the other way; the % refers to the signal ratio; note: % is set by controls: 0 for no effect and ±100 for the full control effect
Target sequence (Q9NR56 whole entry, looked up): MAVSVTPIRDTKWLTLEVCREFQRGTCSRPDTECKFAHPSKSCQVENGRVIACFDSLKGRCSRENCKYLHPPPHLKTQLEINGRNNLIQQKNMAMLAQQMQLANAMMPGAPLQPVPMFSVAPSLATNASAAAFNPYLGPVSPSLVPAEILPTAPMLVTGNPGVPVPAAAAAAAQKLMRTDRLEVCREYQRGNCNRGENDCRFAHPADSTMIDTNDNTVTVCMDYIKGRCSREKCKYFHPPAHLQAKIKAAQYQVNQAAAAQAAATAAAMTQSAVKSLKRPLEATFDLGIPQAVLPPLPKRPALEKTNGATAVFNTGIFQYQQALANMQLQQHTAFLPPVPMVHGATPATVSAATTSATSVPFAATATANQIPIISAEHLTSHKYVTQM
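Inhibition of protein-RNA binding appears as loss of TR-FRET between terbium anti-His antibody on MBNL1-His and streptavidin-XL665 on biotin-(CUG)12. Activity is normalized to buffer-only and uninhibited-complex controls.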
ELG1 genotox – qHTS screen for small molecules that induce genotoxicity in human embryonic kidney (HEK293T) cells expressing luciferase-tagged ELG1; HEK293T ELG1-luciferase reporter, luminescence, 16 h; Potency, µM (highest dose often 46 µM), without a hit: at the highest dose activity change, positive = activation, hits mostly activators; 330,000 compounds, 1.3% hits; note: % of control where 0% means no effect; nearly all actives have a fitted effect of over 60% in size
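Cells (2,000/well) expressing the ELG1-luciferase fusion are dosed by pin tool and kept 16 hr at 37 °C, 5% CO2. Signal comes from ONE-Glo luciferase reagent after 30 min at room temperature.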
FLuc counter – qHTS profiling assay for firefly luciferase inhibitor/activator using purifed enzyme and Km concentrations of substrates (counterscreen for miR-21 project) | 360,000 compounds, 6.9% hits | Luciferin 4-monooxygenase (Photinus pyralis), P08659 | purified FLuc, Km substrates, luminescence inhibition | AID 588342, 2011 | Potency, µM (doses to about 57.5 µM), inactives show at the top dose activity change, negative = inhibition, hits mostly inhibitors;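 note: plate controls were vehicle for no effect and reference inhibitor for full effect; nearly all actives have a fitted effect of over 55% in size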
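Purified P. pyralis luciferase (10nM final) with 10uM D-luciferin and 10uM ATP (Km levels) in 50mM Tris acetate pH 7.5, 10mM Mg acetate, 0.01% Tween-20, 0.05% BSA; qHTS 6-point titration, ~60 µM downward; luminescence read.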
p53 reactivator – qHTS assay for re-activators of p53 using a Luc reporter | Potency, µM (top dose mostly 92.2 µM), for inactives: at the top dose activity change, positive = activation, hits mostly activators | AID 504706, 2011 | H1299 p53-A138V BP100-luciferase reporter, luminescence, 24 h | 320,000 compounds, 0.063% hits; note: % of control where 0% means no effect; nearly all actives have a fitted effect of over 45% in size
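H1299 (p53-null), stable ts p53-A138V + BP100-Luc; 1000 cells/well, Opti-MEM/10% FBS; cpd 4 pt, 1:5; 24 h, 37 deg C, 5% CO2; detection reagent 10 min RT; luminescence.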
Numbers without * were called inactive; ? = inconclusive; nt = not tested or not shown; & = joins results of further samples; [ ] = another dose, or the depositor's remark. Unless noted, calls come from the whole dose curve; as a rule, active = well fitted curve in the direction sought with a large enough effect; inconclusive = small, poorly fitted or top-dose-only effect, or another doubt; inactive = no such curve, though single readings can be large; an effect the other way counts as inactive or inconclusive. Potency is the fitted concentration of half-maximal effect.

Compound	CXXC DNA block	NPC1 prom act	BRCA1 expr up	VP16 counter	Rab9 promoter act	RORgamma inh	uPA generation	MBNL1-CUG inh	ELG1 genotox	FLuc counter	p53 reactivator
Cc1nc(N2CCN(c3ccccn3)CC2)c2c(C)c(C(=O)Nc3c(F)cc(F)cc3Br)sc2n1	54%[activator]	-1%	-17%	25%	0%	13%	4%	?	-10%	1%	-9%
O=C(CSC1=NS(=O)(=O)c2cc(F)ccc2N1)NCc1ccc(F)cc1	nt	-2%	27%	nt	1%	nt	1%	nt	1%	-13%	1%
COc1cc(Nc2ccc(S(=O)(=O)N3CCN(C)CC3)cc2[N+](=O)[O-])cc(OC)c1	nt	1%	-18%	nt	-6%	nt	-2%	nt	3%	-1%	nt
CN(CC(=O)O/N=C(\N)c1ccccn1)S(=O)(=O)c1ccccc1	3%	2%	14%	5%	3%	-4%	nt	8%	5%	?	3%
CCOc1ccc(N2CC(C(=O)Nc3ccccc3N3CCCC3)CC2=O)cc1 (stereo not drawn)	3%	-4%	0%	2%	-1%	6%	-6%	2%	-10%	5%	-1%
CCCCCCSc1ccc([C@H]2N[C@@](Cc3ccccc3)(C(=O)OC)[C@H]3C(=O)N(C)C(=O)[C@@H]23)cc1	nt	5%	-59%	nt	4%	nt	?	nt	-8%	-4%	13%
O=C(CN1C(=O)NC2(CCOc3ccccc32)C1=O)c1ccc(Cl)s1 (stereo not drawn)	nt	0%	-25%	nt	-7%	nt	-7%	nt	-1%	nt	-21%
O=[N+]([O-])c1ccc(O)c2ncccc12	6%&1%	-40%[inhibitor]	-76%	0.56µM*	-33%[inhibitor]	0.28µM*	?	?	?	-12%	17%
Cc1ccc(NC(=O)COC(=O)C2CCC(=O)N2)c([N+](=O)[O-])c1 (stereo not drawn)	-2%	-2%	9%	-8%	0%	2%	-4%	?	0%	0%	3%
O=C(COc1ccccc1O)N1CCN(C(=O)c2ccco2)CC1	0%	-3%	1%	4%	-3%	3%	7%	-2%	10%	1%	26%
COc1cc(N2CCCC2)c(OC)cc1/C=C(/C#N)c1cccc(Br)c1	?	1%	-70%	6%	-2%	-17%	5%	-6%	-8%	3%	-2%
O=C(Nc1ccc(Cl)cc1)c1ccc(OC2CSC2)cc1	-2%	?	?	7%	?	2%	-44%	-1%	7%	-6%	21%
COc1ccc(CNC(=O)c2cc(C3CC3)nc3c2cnn3C(C)C)cc1OC	nt	0%	-7%	nt	-4%	nt	22%	nt	-2%	6%	-11%
CC(=O)NC(Cc1ccccc1)C(=O)NC1CCN(C(=O)c2cnccn2)CC1 (stereo not drawn)	9%	-1%	10%	1%	-1%	2%	nt	-5%	-1%	12%	22%
Cc1cc(OCC(=O)NCCc2c[nH]c3ccccc23)c2c(C)cc(=O)oc2c1	2%	-2%	-28%	-2%	-10%	3%	9%	4%	17%	1%	nt
CN=C(NC1CCCCC1)c1ccc([N+](=O)[O-])cc1	-1%	-12%	-16%	-3%	0%	-4%	-1%	?	-1%	3%	1%
COc1cc(CNCc2ccncc2)cc(Br)c1OCc1ccccc1F	8%	-4%	-60%	?	-6%	0%	nt	-7%	-12%	-1%	-1%
C=CCn1c(=N)c(C(=O)NCCCOC)cc2c(=O)n3ccccc3nc21	-2%	-4%	-3%	-2%	0%	-5%	4%	?	0%	2%	9%
O=C(NCCN1C(=O)S/C(=C\c2ccc(OC(F)F)cc2)C1=O)c1cnccn1	24%	-19%	-73%	-17%	-21%	-5%	-10%	?	5%	2%	-5%
CC1(C)C2C/C(=N\O)C(C)(/[N+]([O-])=C/c3cccc([N+](=O)[O-])c3)CC21 (stereo not drawn)	-3%	-6%	-14%	1%[10 µM]	0%	8%	-18%	?	8%	5%	6%
CCOc1ccc(CNCCNC(=O)c2nonc2N)cc1	6%	-7%	2%	8%	2%	-2%	10%	-10%	-6%	2%&3%	0%

RORgamma inh, what is marked active above.
molecule,CXXC DNA block,NPC1 prom act,Rab9 promoter act,RORgamma inh,uPA generation,p53 reactivator
O=[N+]([O-])c1ccc(O)c2ncccc12,6%&1%,-40%[inhibitor],-33%[inhibitor],0.28µM*,?,17%

Full records, looked up by structure:
Shown for `O=C(Nc1ccc(Cl)cc1)c1ccc(OC2CSC2)cc1` → CXXC DNA block = -2%; NPC1 prom act = ?; BRCA1 expr up = ?; VP16 counter = 7%; Rab9 promoter act = ?; RORgamma inh = 2%; uPA generation = -44%; MBNL1-CUG inh = -1%; ELG1 genotox = 7%; FLuc counter = -6%; p53 reactivator = 21%
Shown for `O=C(CN1C(=O)NC2(CCOc3ccccc32)C1=O)c1ccc(Cl)s1` (stereo not drawn) → CXXC DNA block = nt; NPC1 prom act = 0%; BRCA1 expr up = -25%; VP16 counter = nt; Rab9 promoter act = -7%; RORgamma inh = nt; uPA generation = -7%; MBNL1-CUG inh = nt; ELG1 genotox = -1%; FLuc counter = nt; p53 reactivator = -21%
Shown for `COc1cc(CNCc2ccncc2)cc(Br)c1OCc1ccccc1F` → CXXC DNA block = 8%; NPC1 prom act = -4%; BRCA1 expr up = -60%; VP16 counter = ?; Rab9 promoter act = -6%; RORgamma inh = 0%; uPA generation = nt; MBNL1-CUG inh = -7%; ELG1 genotox = -12%; FLuc counter = -1%; p53 reactivator = -1%

Some of the compounds tested, so the mix of outcomes need not match the whole.
